Compound activity (PubChem BioAssay)
EBI2 block = EBI2 receptor antagonists, beta-arrestin recruitment, primary screen, cell-based, luminescence, 7a,25-OHC stimulation, uHTS. hit rate 0.81% among 360,000. inhibition, % at 5 µM. AID 651636, 2012. G-protein coupled receptor 183 (Homo sapiens), P32249. 7a,25-OHC stimulated; in the data active = inhibition above about 38%;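 also: enzyme fragment complementation signal reports receptor beta-arrestin coupling in cells; 0% = agonist plus DMSO wells and 100% = wells without agonist; some results beyond the cut were filed as inactive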
Target sequence (P32249 whole entry, looked up, the tested form may be a part): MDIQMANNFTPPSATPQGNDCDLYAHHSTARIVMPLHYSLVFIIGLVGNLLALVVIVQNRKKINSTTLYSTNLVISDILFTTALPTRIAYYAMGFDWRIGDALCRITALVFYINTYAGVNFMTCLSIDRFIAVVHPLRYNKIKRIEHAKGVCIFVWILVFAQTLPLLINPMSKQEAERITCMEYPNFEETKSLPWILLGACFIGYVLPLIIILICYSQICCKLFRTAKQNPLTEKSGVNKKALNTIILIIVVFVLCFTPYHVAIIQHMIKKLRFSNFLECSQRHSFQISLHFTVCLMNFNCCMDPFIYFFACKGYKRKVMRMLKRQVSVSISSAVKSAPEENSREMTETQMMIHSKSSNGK
tim23-1 inh = growth inhibitors of tim23-1 mutant yeast, primary screen, luminescence, uHTS. inhibition, % at 20 µM. hit rate 1.3% among 330,000. AID 463212, 2010. S. cerevisiae tim23-1 growth, BacTiter-Glo luminescence, 24 h;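 active = growth inhibition of the mutant yeast at or above 50%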;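 also: temperature-sensitive mutant grown at 25 °C; plate controls were DMSO-treated mutant yeast for no effect and medium wells lacking yeast for full effect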
Mdm2-MdmX inh = inhibitors of human Mdm2-MdmX association, primary screen, cell-based, luminescence, split luciferase, SaOS-2, uHTS; Protein Mdm4 (Homo sapiens) + E3 ubiquitin-protein ligase Mdm2 (Homo sapiens), …; SaOS-2 split-luciferase Mdm2/MdmX complementation; inhibition, % at 8 µM; AID 485346, 2010; hit rate 3% among 330,000;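 active = inhibition of at least 50% at 8 µM in the primary screen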
APJ ag = agonists of human apelin receptor APJ, primary screen, CHO-K1 cells, PathHunter beta-arrestin, luminescence | hit rate 0.11% among 330,000 | AID 2520, 2010 | activation, % at 20 µM | 0% DMSO wells, 100% apelin;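 active = activation more than six SD over the plate average, tested at 20 µM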;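 also: 0% = DMSO alone and 100% = apelin-13 at 10 nM; some results filed as inactive read as strong as hits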
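system = engineered CHO-K1 APJ arrestin reporter cells | input = 1000 cells per well | timing = overnight seeding, 90 min compound at 25 °C, 1 h detection | measured by = enzyme-fragment complementation luminescence | read-out = beta-arrestin recruitment to APJ as agonist activity, luminescent signal | control set = negative DMSO alone, positive Apelin-13 at 10 nM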
UPR CHOP act = activators of apoptotic CHOP UPR arm, primary screen, cell-based, CHO-CHOP luciferase reporter, luminescence, uHTS | UPR activation; percent of tunicamycin response over DMSO baseline | hit rate 0.34% among 330,000 | activation, % at 10 µM;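 active = at 10 µM dose, activation of 40% or more, normalized to positive control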;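 also: 100% = tunicamycin at 10 µg/mL and 0% = DMSO alone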
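Test system: CHO-CHOP cells, stable luciferase reporter of PERK-eIF2a-CHOP signalling | Quantity: 500 CHO-CHOP cells per well | Buffer or medium: F12 plus 10% serum | Compound dosing: 10 µM single point, 0.5% DMSO | Schedule: 6 h compound treatment, 37 °C | Signal: Luciferase luminescence | Control set: Tunicamycin high control, DMSO low control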
CCR6 antag = CCR6 receptor antagonists, primary screen, cell-based, CHO-K1, luminescence, beta-arrestin, uHTS | C-C chemokine receptor type 6 (Homo sapiens), P51684 | CHO-K1 CCR6 PathHunter beta-arrestin, CCL20-stimulated | inhibition, % at 20 µM | hit rate 0.49% among 340,000 | AID 493098, 2011;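 active = compounds whose inhibition of the agonist-driven luminescence signal at 20 µM reaches about 50%, limit read from the data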;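 also: cells stimulated with CCL20 at 14 nM final; plate controls were DMSO with CCL20 for no effect and DMSO without agonist for full effect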
Target sequence (P51684 whole entry, looked up): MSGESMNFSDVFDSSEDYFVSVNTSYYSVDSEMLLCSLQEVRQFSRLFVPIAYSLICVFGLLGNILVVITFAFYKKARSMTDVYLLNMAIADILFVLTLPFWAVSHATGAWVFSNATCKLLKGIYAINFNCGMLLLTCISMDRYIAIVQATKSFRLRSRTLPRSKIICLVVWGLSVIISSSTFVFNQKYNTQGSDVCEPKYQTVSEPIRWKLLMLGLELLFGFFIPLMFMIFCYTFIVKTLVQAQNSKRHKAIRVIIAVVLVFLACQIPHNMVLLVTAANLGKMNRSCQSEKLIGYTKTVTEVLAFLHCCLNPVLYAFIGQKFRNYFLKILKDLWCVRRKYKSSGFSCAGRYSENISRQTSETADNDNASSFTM
APJ antag = antagonists of human apelin receptor APJ, primary screen, CHO-K1 cells, beta-arrestin complementation, luminescence | P35414 | inhibition, % at 20 µM | hit rate 0.32% among 330,000 | AID 2521, 2010;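 active = inhibition above about 40% at 20 µM, limit read from the data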;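 also: cells challenged with 10 nM apelin-13 agonist together with compound; plate controls were apelin-13 plus DMSO wells for no effect and DMSO wells lacking apelin-13 for full effect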
CXCR6 block = CXCR6 receptor inhibitors, primary screen, cell-based, beta-arrestin, luminescence, CHO-K1 PathHunter, 1536-well; C-X-C chemokine receptor type 6 (Homo sapiens), O00574; inhibition, % at 20 µM; hit rate 0.36% among 360,000; in the data active = inhibition above about 34%, passing the limit was not always enough;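 also: antagonist mode with CXCL16 agonist at 10 nM final; 0% = 10 nM CXCL16 with DMSO and 100% = unstimulated wells without agonist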
Target sequence (O00574 whole entry, looked up): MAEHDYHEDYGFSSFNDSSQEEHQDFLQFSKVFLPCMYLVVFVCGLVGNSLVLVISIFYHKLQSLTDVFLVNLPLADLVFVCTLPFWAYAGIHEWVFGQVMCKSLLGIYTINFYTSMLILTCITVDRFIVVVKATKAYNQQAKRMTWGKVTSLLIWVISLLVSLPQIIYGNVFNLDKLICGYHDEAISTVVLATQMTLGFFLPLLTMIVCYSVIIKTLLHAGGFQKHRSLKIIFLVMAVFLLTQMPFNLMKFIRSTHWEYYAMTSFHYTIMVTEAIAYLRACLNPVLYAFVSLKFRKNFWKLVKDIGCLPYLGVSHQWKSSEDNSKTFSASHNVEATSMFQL
UPR XBP1 act = activators of adaptive XBP1 UPR arm, primary screen, cell-based, CHO-XBP1 luciferase reporter, luminescence, uHTS | IRE1-XBP1 UPR activation; percent of tunicamycin response, DMSO as zero | activation, % at 20 µM | hit rate 0.33% among 330,000 | AID 463104, 2010;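 active = versus positive control, 20 µM dose yields 30% or more activation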;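 also: 100% = tunicamycin at 10 µg/mL and 0% = DMSO only wells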
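Material: CHO-XBP1 cells stably carrying IRE1-XBP1-driven luciferase reporter | Medium: F12 with 10% serum | Compound dosing: 20 µM single concentration, DMSO 1% | Incubation: Overnight seeding at 37 °C, 6 h compound treatment at 37 °C | Detection: Steady-Glo luminescence read | Read-out basis: % activation of reporter signal versus tunicamycin and DMSO controls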
An asterisk follows results filed as active. An excerpt, so the mix of outcomes need not match the whole.

SMILES	EBI2 block	tim23-1 inh	Mdm2-MdmX inh	APJ ag	UPR CHOP act	CCR6 antag	APJ antag	CXCR6 block	UPR XBP1 act
O=C1c2nccnc2C(=O)N1c1ccc(F)cc1	-1	2	-20	-4	0.9	-3	-2	1	-3
O=C(COC(=O)c1ccccn1)NCc1cccs1	-6	9	-12	2	0.1	3	-8	-3	-2
CCc1c(C)n2nc(C)cc2[nH]c1=O	-8	5	20	-3	-0.2	0	18	5	-3
O=C(NCC1CCCO1)c1ccc(CNS(=O)(=O)c2ccc(F)c(Cl)c2)cc1 (configuration not stated)	2	7	-15	0	0.3	-1	2	-7	3
Cn1ncc(Cl)c1C(=O)N/N=C/c1ccccn1	-8	3	18	1	1.1	-2	-10	4	-3
CCOC(=O)N1CCN(C(=S)Nc2ccc(C)c(C)c2)CC1	-3	7	12	-1	1.6	1	-2	-8	-2
CCOc1ccc2nc(NS(=O)(=O)Cc3ccccc3)sc2c1	-3	22	42	-6	1.4	-4	-7	-4	13
CCOC(=O)Nc1ccc(C(N)=O)cc1	-8	18	-7	6	-1.0	7	-11	-4	0
CC(C)CCNC(=O)CN(Cc1ccccc1Cl)C(=O)CCC(=O)Nc1ccccn1	8	12	1	-4	2.4	-8	17	-2	-1
Cc1ccc(OCC(=O)Nc2ccccc2C(=O)N2CCCCC2)cc1	-9	18	2	-5	1.7	16	13	-2	-3
CCc1ccc2oc(C(=O)Nc3cccnc3)c(C)c2c1	-3	32	-212	-4	3.4	-20	6	-4	1
CN(Cc1cccc(C(F)(F)F)c1)Cc1nc(-c2cnccn2)no1	-1	10	23	-1	-1.0	0	2	0	-5
O=C(O)CSc1nnc2c(n1)[nH]c1ccccc12	-15	2	-30	3	1.4	7	-9	2	0
CCN(CC)c1ccc(NC(=O)C2CCCN(S(=O)(=O)c3cccnc3)C2)c(C)c1 (configuration not stated)	-13	17	17	0	0.5	1	6	-4	1
COc1ccc(/C=C/c2cc(C(F)(F)F)on2)cc1	11	13	0	1	4.7	-9	-4	7	7
O=C(CSc1ccccc1)N1CCN(C(=O)c2ccco2)CC1	6	9	-2	-2	-0.6	17	5	-1	3
O=c1cc(O)sc2ccccc12	5	9	14	-3	-1.8	27	9	-2	0
C/C(=N\NC(=O)CCCCCNC(=O)c1ccccc1)c1ccccc1O	2	1	6	-2	-1.3	14	-1	6	-4
CCOC(=O)N1CCN(C(=O)CCCn2nc(C)c3sc4ccccc4c3c2=O)CC1	9	16	-1	-2	-0.2	7	-3	5	-7
O=S(=O)(Nc1ccc(S(=O)(=O)Nc2ccccc2)cc1)c1ccccc1	0	5	-5	-2	-0.9	-4	0	-7	1

Compounds listed so far that contain two or more sulfur atoms, in the order listed:
SMILES	EBI2 block	tim23-1 inh	Mdm2-MdmX inh	APJ ag	UPR CHOP act	CCR6 antag	APJ antag	CXCR6 block	UPR XBP1 act
CCOc1ccc2nc(NS(=O)(=O)Cc3ccccc3)sc2c1	-3	22	42	-6	1.4	-4	-7	-4	13
O=S(=O)(Nc1ccc(S(=O)(=O)Nc2ccccc2)cc1)c1ccccc1	0	5	-5	-2	-0.9	-4	0	-7	1

Filtered by structure, the compounds so far with an aryl thioether with sulfur outside any ring
SMILES	EBI2 block	tim23-1 inh	Mdm2-MdmX inh	APJ ag	UPR CHOP act	CCR6 antag	APJ antag	CXCR6 block	UPR XBP1 act
O=C(O)CSc1nnc2c(n1)[nH]c1ccccc12	-15	2	-30	3	1.4	7	-9	2	0
O=C(CSc1ccccc1)N1CCN(C(=O)c2ccco2)CC1	6	9	-2	-2	-0.6	17	5	-1	3

More entries follow.
SMILES	EBI2 block	tim23-1 inh	Mdm2-MdmX inh	APJ ag	UPR CHOP act	CCR6 antag	APJ antag	CXCR6 block	UPR XBP1 act
CCC1NC(=S)N(C2CCCCC2)C1=O (configuration not stated)	-1	-5	-4	-3	1.4	-11	2	-3	0
Cc1cc(C(=O)Nc2c[nH]c(=O)[nH]c2=O)ccc1[N+](=O)[O-]	-22	15	-18	-8	-0.4	2	14	-13	-1
O=C(Nc1ccccc1)/C(=C\c1ccncc1)NC(=O)c1ccccc1	-15	-5	11	-1	1.0	-19	0	0	1
O=C(O)c1ccc2c(=O)n(-c3ccccc3F)c(=S)[nH]c2c1	-18	0	-29	-4	2.7	17	7	8	-4
CCOC(=O)N1CCN(C(=O)c2cccn3c(=O)c4cc(Cl)ccc4nc23)CC1	-4	16	-7	-2	5.6	-20	17	-2	0
O=c1cc(O)c2c(=O)n(-c3ccccc3)c3c(c2o1)CCCCCC3	12	25	8	-3	-1.2	-16	6	6	-1
COc1ccc(-c2cc(C(=O)N3CCN(c4ccccc4OC)CC3)no2)cc1OC	8	22	12	-2	3.9	-8	-2	2	-1
Cc1ccc(S(=O)(=O)N(C)Cc2cc3ccccc3[nH]c2=O)cc1	4	2	-27	-3	-0.3	6	-8	1	3
O=C(NCc1ccc(Cl)cc1)C(=O)NCC(c1cccnc1)N1CCN(c2ccc(F)cc2)CC1 (configuration not stated)	23	-82	7	1	2.4	16	-1	-7	2
COc1ccc(/C=C/C(=O)C(C)(C)C)cc1OC	-10	16	5	-3	1.3	1	12	-8	7
Oc1ccc(/C=N/N=C/c2ccc(O)c(O)c2)cc1O	13	9	-5	0	67*	22	7	4	28
COc1cccc(NC(=O)C(NCCc2ccc(S(N)(=O)=O)cc2)c2ccccc2)c1 (configuration not stated)	3	11	-47	2	-1.2	18	2	2	-4
O=C(O)/C=C\c1cccc(-n2nnnc2SCc2ccccc2F)c1	5	6	13	-2	-1.7	11	1	6	-2
NS(=O)(=O)c1ccc(NC(=O)CSc2ncnc3ccccc23)cc1	1	-5	9	0	-0.7	-7	18	-1	1
Cc1ccc(S(=O)(=O)N[C@@H](Cc2ccccc2)C(=O)N2CCC[C@@H]2C(=O)O)cc1	-7	0	-4	-2	2.7	10	24	10	-3
CC1CCN(C(=O)CSc2nnc(-c3cc4ccccc4cc3O)n2Cc2ccco2)CC1	-7	30	22	-1	0.9	13	13	3	2
CSCCC(NC(=O)OCc1ccccc1)C(=O)NCc1cccnc1 (configuration not stated)	1	-1	16	-3	0.5	8	25	-2	0
Nc1nc(-c2ccccc2)c(N=Nc2cccnc2)s1	11	13	32	-1	0.6	26	19	13	-2
COc1ccc(NC(=O)NC(C)C2CC3CCC2C3)cc1 (configuration not stated)	5	28	11	-4	-0.8	13	1	1	1
Cc1ccc(S(=O)(=O)N(C)c2ccc(N)cc2)cc1	-3	14	-6	0	-0.7	19	-9	9	-3

Full records from above. Order of screens: EBI2 block	tim23-1 inh	Mdm2-MdmX inh	APJ ag	UPR CHOP act	CCR6 antag	APJ antag	CXCR6 block	UPR XBP1 act
Listed for `O=C(O)CSc1nnc2c(n1)[nH]c1ccccc12` → -15	2	-30	3	1.4	7	-9	2	0
Listed for `O=C(O)c1ccc2c(=O)n(-c3ccccc3F)c(=S)[nH]c2c1` → -18	0	-29	-4	2.7	17	7	8	-4

Later entries:
SMILES	EBI2 block	tim23-1 inh	Mdm2-MdmX inh	APJ ag	UPR CHOP act	CCR6 antag	APJ antag	CXCR6 block	UPR XBP1 act
CC1(c2cnc(Nc3ccccc3)s2)CCC(=O)O1 (configuration not stated)	11	16	-7	-2	5.1	0	-6	-10	0
Cn1c(=O)n(CCCO)c(=O)c2c1nc1n2CCCN1Cc1ccccc1	-8	-11	18	-4	2.1	0	0	2	-4
CC(/C=C/c1ccco1)=N/NC(=O)OC(C)(C)C	-7	19	9	-6	2.5	8	-5	-3	4
Cc1ccnc(NS(=O)(=O)c2ccc(NS(=O)(=O)c3ccccc3)cc2)n1	-13	-5	-7	0	-0.1	9	11	4	-4
C=CCNC(=O)c1nc2ccccc2s1	14	9	6	-4	2.0	-7	8	1	-2
Cc1ccc(CNC(=O)c2cc(-c3ccccc3)nn2CC2CC(c3cccnc3)=NO2)cc1 (configuration not stated)	-5	10	2	0	-2.3	12	7	-1	-1
COc1cc(SC)ccc1C(=O)OCC(=O)NC1CCCCC1	-5	-11	4	-2	-2.2	5	2	0	1
CCOc1cc(/C=N/NC(=O)COc2nc(C)cc(COC)c2C#N)ccc1O	62*	6	18	-2	-2.7	-15	0	3	1
CCOc1ccccc1NC(=O)NC1(C(=O)NCc2cccnc2)CCCCC1	-12	1	9	-1	-0.1	6	-16	2	-4
O=C(COC(=O)CNC(=O)c1ccccc1)NCc1ccc2c(c1)OCO2	0	7	0	-2	-0.6	-5	-3	-3	2
CCN(CC)CCOc1nnc(-c2ccc(OC)cc2)c2ccccc12	18	2	23	0	-0.1	15	6	-7	-2
O=C(NCCS(=O)(=O)N1CCCCC1)c1ccc2c(c1)OCO2	-13	-2	-6	-1	0.5	9	-32	-7	0
O=C(NCc1nnc2c(C(F)(F)F)cc(Cl)cn12)c1cccnc1	-10	6	4	-2	-1.3	5	13	-2	-1
CC(=O)N(C)c1ccc(NC(=S)NC(=O)/C=C/c2ccco2)cc1	-24	8	18	-4	3.6	7	-6	10	-6
N#CCSc1nnc(N)s1	-6	-7	9	-3	0.3	7	14	0	-1
COC(=O)NC(Nc1sc2c(c1C(N)=O)CCCC2)(C(=O)OC)C(F)(F)F (configuration not stated)	2	2	3	-4	-2.4	-11	2	-4	0
COc1ccc(/C=C(\NC(=O)c2ccco2)C(=O)N2CCOCC2)cc1	3	3	20	-3	1.8	3	21	0	1
CCOC(=O)c1cc(-c2ccccc2)n(CC(=O)N2CCCC2)c1C	-5	10	18	-1	-0.6	11	-4	-5	0
CCN1CCCC1CNC(=O)Cn1nc(C)n2c(cc3cc(F)ccc32)c1=O (configuration not stated)	-2	-17	-7	-1	-2.5	4	11	-19	-4

Some entries already given, showing only APJ ag.
canonical_smiles | APJ ag
O=C(NCCS(=O)(=O)N1CCCCC1)c1ccc2c(c1)OCO2 | -1
O=C(NCc1nnc2c(C(F)(F)F)cc(Cl)cn12)c1cccnc1 | -2
